GLD-1 RNA inh = GLD-1-TGE RNA interaction inhibition (C. elegans) | inhibition, % at 5.96 µM | 320,000 tested, 0.44% active | AID 2280 | purified GLD-1 + fluorescein TGE RNA, fluorescence polarization;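 active = percent inhibition above a per-plate cutoff, the plate mean of test compounds plus 3 SD, cut at about 30% in these data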;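 also: 0% = DMSO wells with GLD-1 and probe and 100% = wells lacking GLD-1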
Bcl-xL primary = blocks human Bcl-xL binding to Bim BH3 peptide; GST-Bcl-xL / FITC-Bim BH3 peptide fluorescence polarization; AID 2129; inhibition, % at 10.9 µM; Q07817; 320,000 tested, 0.7% active;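 active = inhibition above the mean of all tested compounds plus 3 SD, cutoff set per campaign, cut at about 30% in these data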;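 also: 0% = DMSO wells and 100% = unlabeled Bim-BH3 peptide competitor; inhibitors lower millipolarization by displacing the labeled peptide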
TPT1 inh = blocks Candida albicans tRNA 2'-phosphotransferase; recombinant caTPT1, FP RNA substrate dephosphorylation; AID 1962; 300,000 tested, 0.81% active; inhibition, % at 5 µM;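 active = inhibition above the mean of all tested compounds plus 3 SD, set per screening campaign, cut at about 24% in these data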;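 also: plate controls were DMSO alone for no effect and ferristatin control at 100 nM for full effect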
Fam108B counter = Fam108B inhibition, counter-screen for RBBP9 inhibitors; recombinant Fam108B, FP-Rh probe fluorescence polarization; 300,000 tested, 0.33% active; inhibition, % at 9.51 µM;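 active = inhibition above the screen mean inhibition plus 3 SD, computed separately per campaign, cut at about 18% in these data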;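 also: inhibitors lower polarization as less probe binds the enzyme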
PME-1 primary = blocks human protein phosphatase methylesterase 1; recombinant PME-1, FP-Rh probe fluorescence polarization; 320,000 tested, 0.53% active; inhibition, % at 5.9 µM; Q9Y570;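 active = inhibition above the campaign mean of all compounds plus 3 SD, cut at about 26% in these data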;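 also: competitive labeling of PME-1 active site by serine hydrolase directed probe; 0% = PME-1 with DMSO and 100% = wells lacking PME-1 enzyme; inhibitors block probe labeling so polarization falls and inhibition rises; many of its hits are not listed in these tables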
Target sequence (Q9Y570 whole entry, looked up): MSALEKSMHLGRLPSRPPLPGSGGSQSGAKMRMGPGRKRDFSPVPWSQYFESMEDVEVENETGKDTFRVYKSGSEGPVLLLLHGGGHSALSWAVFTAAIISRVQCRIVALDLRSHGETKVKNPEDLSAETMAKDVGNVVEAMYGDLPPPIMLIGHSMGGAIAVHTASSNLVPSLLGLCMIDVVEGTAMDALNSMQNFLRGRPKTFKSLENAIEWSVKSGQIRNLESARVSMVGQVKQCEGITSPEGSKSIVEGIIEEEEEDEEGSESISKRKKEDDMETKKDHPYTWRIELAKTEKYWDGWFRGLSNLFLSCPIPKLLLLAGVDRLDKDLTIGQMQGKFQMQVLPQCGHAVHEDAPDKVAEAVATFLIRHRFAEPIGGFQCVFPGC
GSTO1 inh = counter-screen for RBBP9 inhibitors: inhibitors of human GSTO1; inhibition, % at 5.96 µM; recombinant GSTO1, activity-based probe fluorescence polarization; P78417; 300,000 tested, 1.1% active;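 active = inhibition above the campaign mean inhibition plus 3 SD, cut at about 35% in these data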;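 also: 0% = GSTO1-1 with DMSO and 100% = wells lacking GSTO1-1 enzyme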
Target sequence (P78417 whole entry, looked up): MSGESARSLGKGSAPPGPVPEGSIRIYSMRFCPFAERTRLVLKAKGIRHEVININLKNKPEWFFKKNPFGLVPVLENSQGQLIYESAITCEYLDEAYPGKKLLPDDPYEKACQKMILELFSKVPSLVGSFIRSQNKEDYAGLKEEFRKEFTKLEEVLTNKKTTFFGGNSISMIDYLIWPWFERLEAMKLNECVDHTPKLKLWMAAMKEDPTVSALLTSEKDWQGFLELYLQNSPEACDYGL
PAD4 inh = inhibitors of human PAD4. Q9UM07. recombinant PAD4, RCA probe fluorescence polarization. inhibition, % at 6.36 µM. 330,000 tested, 0.41% active. AID 485272;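 active = percent inhibition above a cutoff equal to the mean of all tested compounds plus 3 SD, cut at about 15% in these data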;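 also: 0% = PAD4 with RCA probe and DMSO and 100% = probe without PAD4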
MEX-5 binding = C. elegans MEX-5 TCR-2 RNA binding activity; AID 1832; MEX-5/FITC-TCR2 RNA binding, fluorescence polarization; stronger effect = lower value; activity score (negative = inhibition of binding), % at 10 µM; 300,000 tested, 0.38% active; Q9XUB2;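 active = inhibition past about -25% in most replicates, and total fluorescence under double the plate's negative control median, limit read from the data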;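 also: 0% = DMSO and -100% = 5 µM competing unlabeled TCR2 RNA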
MCL1-BIM inh = inhibitors of human MCL1 binding to BIM-BH3 peptide. Q07820. GST-MCL1 / FITC-Bim-BH3 fluorescence polarization. inhibition, % at 10.9 µM. 320,000 tested, 0.68% active;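 active = inhibition above the mean inhibition of all tested compounds plus 3 SD, set per campaign, cut at about 40% in these data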;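 also: 0% = DMSO wells and 100% = unlabeled Bim-BH3 peptide control; higher means more loss of mP so more displacement of Bim peptide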
Target sequence (Q07820 whole entry, looked up): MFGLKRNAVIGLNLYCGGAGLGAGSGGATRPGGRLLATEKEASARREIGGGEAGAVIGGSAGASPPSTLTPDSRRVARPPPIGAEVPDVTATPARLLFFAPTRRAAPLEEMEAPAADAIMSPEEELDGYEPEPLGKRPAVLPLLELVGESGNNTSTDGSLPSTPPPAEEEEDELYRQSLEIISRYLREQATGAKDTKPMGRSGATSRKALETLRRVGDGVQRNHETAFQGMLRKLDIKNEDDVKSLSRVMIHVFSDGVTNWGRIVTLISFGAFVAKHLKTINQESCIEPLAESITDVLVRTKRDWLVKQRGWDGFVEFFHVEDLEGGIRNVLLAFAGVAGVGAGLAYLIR
* = called active by the depositor; . = not tested or not shown. These rows are one share of the data; the hit share may differ from the screen's.

#	Structure	GLD-1 RNA inh	Bcl-xL primary	TPT1 inh	Fam108B counter	PME-1 primary
1	CCOC(=O)Cc1csc(/N=C/c2c(O)n(-c3ccc(C)cc3C)c(=O)c3ccccc23)n1	38*	28	-8	-2	-8
2	Cc1ccc(NC(=O)CN(C)Cc2nc3ccccc3c(=O)[nH]2)c(Br)c1	-1	2	-4	1	10
3	CNc1nc2[nH]c(=O)c3c(c2s1)OC(N)=C(C#N)C3c1cccc(F)c1 (configuration not stated)	0	-4	0	2	6
4	NC(=O)Cc1ccc(C(=O)c2ccc(Cl)cc2)s1	3	-2	-2	-3	-4
5	CCCCN(C)CCCNC(=O)c1cn(CC)c2ccc(S(=O)(=O)N3CCOCC3)cc2c1=O	-3	4	-3	1	6
6	CCOc1cc(C(=O)Nc2ccc3c4c(cccc24)C(=O)N3CC)cc(OCC)c1OCC	-3	-1	13	-1	-1
7	O=C(NCCCN1CCCC1=O)c1cccc(S(=O)(=O)Nc2ccccc2Cl)c1	4	0	.	.	3
8	CCOC(=O)C(NC(=O)CC)(Nc1ccc(S(=O)(=O)Nc2onc(C)c2C)cc1)C(F)(F)F (configuration not stated)	-1	3	-6	3	-1
9	O=C(NNS(=O)(=O)c1ccccc1)c1ccncc1	-4	5	2	9	6
10	Nn1c(SCc2cc([N+](=O)[O-])cc3c2OCOC3)nnc1-c1ccccn1	-4	7	3	-4	0

#	GSTO1 inh	PAD4 inh	MEX-5 binding	MCL1-BIM inh
1	0	-8	3.5	36
2	1	0	0.1	2
3	-4	-1	-1.1	-10
4	-8	-1	-1.2	2
5	10	1	-1.1	6
6	0	2	-13	-5
7	.	0	.	6
8	-2	-1	2.2	-3
9	31	6	-1.3	9
10	-1	-5	-1.4	2

Additional entries follow:
#	Structure	GLD-1 RNA inh	Bcl-xL primary	TPT1 inh	Fam108B counter	PME-1 primary
11	COc1cccc(-c2c(NC(=O)c3ccco3)n(-c3ccc(C)cc3)nc(C)c2=O)c1	-1	-1	-1	4	-9
12	CCN(Cc1ccccc1)S(=O)(=O)c1ccc(C(=O)Nc2nnc(C)o2)cc1	1	5	-4	7	-1
13	CN1CCc2c(sc3c2C(=O)NC(c2ccc4c(c2)OCO4)N3)C1 (configuration not stated)	3	6	-3	5	-2
14	N=C1C(=O)OCC1c1ccccc1NC(=O)Nc1ccccc1 (configuration not stated)	-5	2	-3	1	5
15	O=C(O)CC1C(=O)NCCN1Cc1ccc(F)c(F)c1 (configuration not stated)	-2	3	-3	0	2
16	Cc1cc(C)n(CC(=O)N2N=C(C(F)F)CC2(O)C(F)F)n1 (configuration not stated)	7	7	0	1	0
17	CNC(=O)c1ncoc1-c1ccc(Cl)cc1	6	2	-1	3	5
18	COc1cc(/C=N/NC(=O)Nc2ccccc2)ccc1OCCOc1ccccc1C	-5	1	-1	0	5
19	COc1cccc(/C=N/NC(=O)c2cc(-c3cccn3C)n[nH]2)c1O	1	2	-1	7	0
20	C/C=C/c1ccc(OCCCNC)c(OC)c1	-1	3	0	6	-3

#	GSTO1 inh	PAD4 inh	MEX-5 binding	MCL1-BIM inh
11	5	1	-0.9	1
12	-4	1	-0.2	8
13	0	-1	-2.5	14
14	-5	4	0.7	1
15	-2	0	-2.4	8
16	5	5	-0.8	6
17	-17	-6	1.8	3
18	-2	-4	1.3	-2
19	2	3	-3.2	-4
20	0	-3	-0.4	6

Later entries:
#	Structure	GLD-1 RNA inh	Bcl-xL primary	TPT1 inh	Fam108B counter	PME-1 primary
21	COc1ccc(CNC(=O)CCNS(=O)(=O)c2ccc(Cl)cc2)cc1	-16	3	0	7	2
22	O=C(NC(=S)Nc1ccc(Cl)c(C(=O)O)c1)c1cncc(Br)c1	-7	0	5	0	4
23	O=C(CSc1nccn(-c2ccc(F)c(Cl)c2)c1=O)NC1CCCC1	-10	3	0	-2	-4
24	C=CCC(c1ccccc1)N(C(C)=O)c1ccco1 (configuration not stated)	4	3	-6	6	2
25	O=C(Nc1ccccc1)c1cc([N+](=O)[O-])ccc1Cl	2	1	-3	-5	0
26	COc1ccc(-c2nc3ccccc3c(=O)n2-c2c(C)n(C)n(-c3ccccc3)c2=O)cc1	5	-1	0	3	0
27	CC12CS(=O)(=O)CC1SC(=S)N2c1ccccn1 (configuration not stated)	5	7	-4	4	-6
28	O=C(Cn1ncc(Cl)c(Cl)c1=O)c1ccc(Cl)cc1	2	1	1	1	5
29	COc1ccc(CN2C(=O)/C(=C/c3ccncc3)SC2=S)cc1	6	3	3	-1	0
30	CSc1ccc(CN(C)C(=O)c2cccc(S(=O)(=O)NCc3ccccc3)c2)cc1	1	1	-1	-2	-2

#	GSTO1 inh	PAD4 inh	MEX-5 binding	MCL1-BIM inh
21	-1	-3	2.1	4
22	-4	0	-1.8	10
23	3	-3	3.4	1
24	4	1	0.3	2
25	0	-3	4.3	-5
26	0	-2	0.2	-3
27	10	0	.	12
28	18	5	.	5
29	0	-12	2.7	3
30	2	-3	0.8	-2

The listing continues:
#	Structure	GLD-1 RNA inh	Bcl-xL primary	TPT1 inh	Fam108B counter	PME-1 primary
31	O=C1C=C(c2cccc3c2oc2ccccc23)C[C@@H](c2ccc(F)cc2)C1	-5	4	.	.	-8
32	Cc1cc(/C=N/n2cnnc2)c(C)n1-c1cc(Cl)ccc1Cl	0	0	1	0	1
33	COc1ccc(N(CC(=O)NN=C2CCN(C)CC2)S(=O)(=O)c2ccccc2)c(OC)c1	-2	1	-2	-1	-3
34	Cc1ccccc1-n1c(SCc2c(C)noc2C)nnc1-c1ccncc1	0	-3	33*	-2	-3
35	CCC(=O)c1ccc(OCC(=O)N2CCN(c3ccccn3)CC2)cc1	-2	-10	0	-4	-10
36	Cc1ccc(NC(=O)C(Cc2ccccc2)n2cccc2)cc1 (configuration not stated)	5	1	4	7	7
37	Cn1c(=S)[nH]c2cccnc21	4	-15	-3	-4	-3
38	CCCCCCNC(=O)c1c(O)c2ccccc2[nH]c1=O	4	3	1	3	-5
39	O=c1[nH]c2ccc(Cl)cc2c(O)c1-c1ccccc1	-7	0	-4	-1	4
40	Cc1cc(C)n(C(=O)CN2C(=O)c3ccccc3C2=O)n1	-2	-5	-1	2	-1

#	GSTO1 inh	PAD4 inh	MEX-5 binding	MCL1-BIM inh
31	.	0	.	5
32	2	4	1.6	4
33	2	-3	2.2	-5
34	1	-4	3.1	-12
35	5	8	-0.5	-17
36	12	3	-0.3	-2
37	4	-2	0.5	-21
38	6	3	1.0	-1
39	-7	5	3.7	1
40	3	1	0.2	-11

Next part
#	Structure	GLD-1 RNA inh	Bcl-xL primary	TPT1 inh	Fam108B counter	PME-1 primary
41	Cc1ccccc1S(=O)(=O)Cc1ccc(C(=O)NC(C)c2ccc3c(c2)OCCO3)o1 (configuration not stated)	0	5	2	0	2
42	COc1ccc(N)cc1-n1cnnn1	5	3	5	0	-4
43	O=C(NN1CCOCC1)c1ccco1	1	3	.	.	1
44	CCOC(=O)Cc1csc(NC(=S)NC(=O)c2ccccc2C)n1	1	3	3	-4	-3
45	COC(=O)C1(C)NC(c2ccc(Cl)cc2)C2C(=O)N(c3ccccc3)C(=O)C21 (configuration not stated)	-14	4	82*	-1	9
46	O=C(NCCn1ccc2ccccc21)C1CCCCC1	0	6	-2	4	0
47	CCOC(=O)c1sc(C)c(C(=O)NC2CCCCC2)c1N	0	-6	-1	1	5
48	CC(C)S(=O)(=O)c1csc(NC(=O)Nc2ccc(Cl)cc2)c1	2	-3	3	4	-2
49	O=c1cc(CSc2nc3cc(Cl)ccc3o2)nc2sccn12	6	7	-1	4	-3
50	Cc1cc(NC(=O)C(C)Sc2nc(-c3ccccc3)cc(=O)[nH]2)no1 (configuration not stated)	1	-7	10	-2	-3

#	GSTO1 inh	PAD4 inh	MEX-5 binding	MCL1-BIM inh
41	0	5	1.6	1
42	13	-3	0.3	0
43	.	1	.	9
44	6	-5	1.2	5
45	16	-8	-2.0	-5
46	7	5	-1.6	-1
47	-2	2	0.8	4
48	-29	-5	0.7	-2
49	-1	4	-3.6	0
50	-10	-3	-0.3	-7

Next compounds follow:
#	Structure	GLD-1 RNA inh	Bcl-xL primary	TPT1 inh	Fam108B counter	PME-1 primary
51	CNC(=O)CSc1nnc(-c2cccnc2)n1-c1ccc(C)cc1	3	5	2	3	2
52	O=C1CC(c2ccccc2)CC(O)=C1C=NCc1ccco1 (configuration not stated)	4	5	-1	2	-2
53	CC(=O)Nc1cccc(-c2csc(N)n2)c1	-3	11	-9	3	1
54	CCCOc1ccc(CNC(=O)c2ccc3c(c2)N(CC)CCS3)cc1	4	6	-5	1	1
55	O=c1[nH]c(=S)[nH]c2c1CN(Cc1ccc(F)cc1)CC2	0	11	2	0	-4
56	Cc1c(OCC(=O)N2CCC(C(=O)O)CC2)ccc2c1oc(=O)c1ccccc12	-1	-1	-3	3	-3
57	CC(NC(=O)c1ccc2c(c1)OCO2)C(c1cccs1)N1CCOCC1 (configuration not stated)	2	3	2	0	5
58	COc1ccc(OC)c(/C=C2\Oc3cc(OCC(=O)N4CCC(C(=O)O)CC4)ccc3C2=O)c1	-1	5	29*	-2	7
59	O=C1CCCC/C1=C/Nc1ccc(C(=O)O)cc1	0	5	0	0	2
60	O=c1c2[nH]c3ccc(F)cc3c2ncn1CCN1CCOCC1	8	8	-7	4	-5

#	GSTO1 inh	PAD4 inh	MEX-5 binding	MCL1-BIM inh
51	4	0	-0.9	9
52	-2	1	-4.9	6
53	6	-7	-2.4	3
54	5	5	2.3	15
55	4	3	2.6	8
56	-11	0	-0.5	-4
57	5	-7	-1.8	5
58	-11	3	0.3	-5
59	5	1	-0.3	4
60	-2	0	0.9	7

Quoted at random: 6 entries already listed
#	Structure	GLD-1 RNA inh	Bcl-xL primary	TPT1 inh	Fam108B counter	PME-1 primary
58	COc1ccc(OC)c(/C=C2\Oc3cc(OCC(=O)N4CCC(C(=O)O)CC4)ccc3C2=O)c1	-1	5	29*	-2	7
56	Cc1c(OCC(=O)N2CCC(C(=O)O)CC2)ccc2c1oc(=O)c1ccccc12	-1	-1	-3	3	-3
52	O=C1CC(c2ccccc2)CC(O)=C1C=NCc1ccco1 (configuration not stated)	4	5	-1	2	-2
54	CCCOc1ccc(CNC(=O)c2ccc3c(c2)N(CC)CCS3)cc1	4	6	-5	1	1
57	CC(NC(=O)c1ccc2c(c1)OCO2)C(c1cccs1)N1CCOCC1 (configuration not stated)	2	3	2	0	5
55	O=c1[nH]c(=S)[nH]c2c1CN(Cc1ccc(F)cc1)CC2	0	11	2	0	-4

#	GSTO1 inh	PAD4 inh	MEX-5 binding	MCL1-BIM inh
58	-11	3	0.3	-5
56	-11	0	-0.5	-4
52	-2	1	-4.9	6
54	5	5	2.3	15
57	5	-7	-1.8	5
55	4	3	2.6	8

The results go on.
#	Structure	GLD-1 RNA inh	Bcl-xL primary	TPT1 inh	Fam108B counter	PME-1 primary
61	Cc1n[nH]c(=O)nc1NCc1ccco1	-1	1	-1	0	3
62	COc1ccc(-c2cc(=O)n(-c3nc4ccccc4[nH]3)[nH]2)cc1	7	0	0	12	0
63	O=C(Nc1ccc2[nH]c(=O)[nH]c2c1)c1cc(F)c(F)cc1Cl	-3	8	-3	0	2
64	CC(=O)OCC1=C(C(=O)O)N2C(=O)C(NC(=O)CCn3nc(C(F)(F)F)c(Br)c3C3CC3)C2SC1 (configuration not stated)	-1	9	2	1	3

#	GSTO1 inh	PAD4 inh	MEX-5 binding	MCL1-BIM inh
61	17	-3	-1.4	14
62	-4	-2	0.2	9
63	3	0	-0.7	8
64	18	-3	-3.7	65*

Compound activity as filed in PubChem.
